Screens deposited in PubChem BioAssay by several laboratories.
Wee1 stabilizer: Wee1 degradation inhibitors, primary screen, cell-based, HeLa, Wee1K328M-luciferase, luminescence; HeLa Luc-Wee1K328M stability; 100% = proteasome inhibitor MG132 effect; reporter increase, % at 5 µM; hit rate 1.2% among 220,000; AID 1321, 2008;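 active = activation above the mean of all tested compounds plus 3 SD, set per screening run, cut at about 8.8% in these data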;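 note: cells exposed to compound for 20 h before luminescence read; 0% = DMSO alone and 100% = MG132 at 30 µM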
TbHK1 inh: Trypanosoma brucei hexokinase 1 inhibitors, primary screen, biochemical, G6PDH-coupled NADH absorbance, MLSCN library | hexokinase 1 [Trypanosoma brucei] | recombinant TbHK1, G6PDH-coupled NADH A340 | inhibition, % at 10 µM | hit rate 0.11% among 220,000 | AID 1430, 2008;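 active = inhibition of 50% or more in the single-dose primary screen; inactive = inhibition below 50%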
L929 necroptosis: inhibitors of zVAD-triggered necroptosis, primary screen, L929 cells; L929 zVAD necroptosis rescue, ATP luminescence, 24 h; with zVAD 60 µM; viability rescue, % at 10 µM; hit rate 0.38% among 220,000;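 active = activation, scaled between plate controls, above about 75%, limit read from the data; inactive = activation under that limit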;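 note: 0% = zVAD with DMSO and 100% = DMSO alone without zVAD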
FXIa inh: human FXIa protease inhibitors, primary screen, biochemical, 1536-well; Coagulation factor XI (Homo sapiens), P03951; purified FXIa, Boc-Glu-Ala-Arg-AMC fluorogenic substrate; inhibition, % at 5 µM; hit rate 0.14% among 220,000;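 active = inhibition of at least 40%; inactive = inhibition below 40%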;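 note: fluorescence of freed AMC excited at 355 nm; 0% = enzyme without compound and 100% = no enzyme blank; many of its hits are not listed in these tables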
TNF necrop inh: inhibitors of TNF-alpha triggered necroptosis, primary screen, cell-based, Jurkat FADD-/-, single concentration; Jurkat FADD-/- TNF necroptosis rescue, ATP luminescence, 24 h; 0 = TNF only, 100 = no-TNF cells; activation (protection from cell death), % at 10 µM; hit rate 0.068% among 220,000; AID 463075, 2010;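 active = activation, meaning protection from cell death, of at least 50% relative to plate controls; inactive = activation below 50%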;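 note: necroptosis triggered by 40 ng/mL TNF-alpha added together with compound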
FXIIa inh 1536: human FXIIa protease inhibitors, primary screen, biochemical, 1536-well. AID 800, 2007. hit rate 0.3% among 220,000. Coagulation factor XII (Homo sapiens), P00748. inhibition, % at 5 µM. purified FXIIa, Boc-QGR-AMC fluorogenic substrate, 2 h; in the data active = inhibition above about 40%;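 note: 0% = enzyme with no compound and 100% = blank without enzyme; many of its hits are not listed in these tables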
Target sequence (P00748 20-372 limits assumed): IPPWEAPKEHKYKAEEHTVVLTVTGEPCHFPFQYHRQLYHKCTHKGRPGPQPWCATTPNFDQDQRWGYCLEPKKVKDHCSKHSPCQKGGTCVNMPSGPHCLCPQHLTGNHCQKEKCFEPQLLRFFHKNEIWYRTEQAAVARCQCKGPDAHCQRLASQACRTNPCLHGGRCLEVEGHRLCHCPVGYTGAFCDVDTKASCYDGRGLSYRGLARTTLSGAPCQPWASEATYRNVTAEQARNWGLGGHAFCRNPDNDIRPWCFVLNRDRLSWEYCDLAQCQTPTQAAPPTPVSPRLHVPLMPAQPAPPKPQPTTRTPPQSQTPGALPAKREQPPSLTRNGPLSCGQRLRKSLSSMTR
Target sequence (P00748 373-615 limits assumed): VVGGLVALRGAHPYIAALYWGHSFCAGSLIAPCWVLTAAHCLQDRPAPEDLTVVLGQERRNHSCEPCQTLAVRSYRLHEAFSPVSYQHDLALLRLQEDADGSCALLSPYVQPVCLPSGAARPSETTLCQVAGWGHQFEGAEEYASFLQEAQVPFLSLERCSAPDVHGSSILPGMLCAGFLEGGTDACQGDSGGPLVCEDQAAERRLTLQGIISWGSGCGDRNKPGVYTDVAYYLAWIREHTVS
PPC-1+TRAIL kill: compounds killing PPC-1 cancer cells with TRAIL present, primary screen, TRAIL potentiator project, ATPLite luminescence, uHTS; PPC-1 cells + TRAIL, ATPLite viability luminescence; cell killing (% activity), % at 4 µM; hit rate 0.41% among 220,000; AID 1443, 2008;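 active = cell killing above 50% in the first pass at 4 µM, then a duplicate retest at 5 µM averaging 50% or more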;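 note: plate controls were cells with TRAIL plus DMSO for no effect and medium-only wells lacking cells for full effect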
CHOP inhibitor: inhibitors of CHOP promoter induction, primary screen, cell-based, unfolded protein response, luciferase reporter; hit rate 3.8% among 220,000; inhibition, % at 10 µM; CHO-K1 CHOP-promoter luciferase, tunicamycin-induced, 15-18 h;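 active = compounds that reduced the stress-induced luciferase reporter signal by more than about 70% of percent inhibition, limit read from the data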;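 note: 0% = tunicamycin plus vehicle and 100% = wells without tunicamycin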
EP2 antag: human EP2 receptor antagonists, primary screen, TR-FRET cAMP, C6 glioma cells; Prostaglandin E2 receptor EP2 subtype (Homo sapiens), P43116; C6 glioma cells expressing human EP2; cells stimulated with saturating PGE2; inhibition, % at 25 µM; hit rate 0.52% among 260,000;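 active = percent inhibition above 40 after rounding to a whole number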;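 note: rat C6 glioma host cells with rolipram phosphodiesterase inhibitor present; the protocol text gives 20 µM as final concentration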
Target sequence (P43116 whole entry, looked up): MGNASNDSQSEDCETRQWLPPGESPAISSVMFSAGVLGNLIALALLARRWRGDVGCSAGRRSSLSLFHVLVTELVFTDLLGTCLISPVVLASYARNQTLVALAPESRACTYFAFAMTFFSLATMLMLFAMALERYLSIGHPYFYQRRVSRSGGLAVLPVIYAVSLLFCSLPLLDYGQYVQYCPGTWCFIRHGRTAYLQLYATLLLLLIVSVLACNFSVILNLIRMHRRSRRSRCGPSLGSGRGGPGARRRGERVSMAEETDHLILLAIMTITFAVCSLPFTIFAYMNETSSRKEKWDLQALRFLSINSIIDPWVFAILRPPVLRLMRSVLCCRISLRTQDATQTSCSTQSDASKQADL
* hit, by the source's call; nt = no result given; & = joins results of further samples. An excerpt. The share of hits here may be higher or lower than overall.

SMILES | Wee1 stabilizer | TbHK1 inh | L929 necroptosis | FXIa inh | TNF necrop inh | FXIIa inh 1536 | PPC-1+TRAIL kill | CHOP inhibitor | EP2 antag
COc1ccc(OC)c(C2C(C(=O)Nc3cccnc3)=C(C)NC3=C2C(=O)CCC3)c1 (stereo unspecified) | 3 | -14 | 0.0 | -7 | -1.4 | 5 | 3 | 37 | 6
Cc1[nH]n(-c2ccccc2)c(=O)c1C1(C(F)(F)F)C(=O)N(c2ccc(F)cc2)C2=C1C(=O)CC(C)(C)C2 (stereo unspecified) | 0 | -17 | -0.4 | -26 | -0.5 | 4 | 30 | 6 | 12
Cc1cc(C)n(CC(O)Cn2c3ccc(Br)cc3c3cc(Br)ccc32)c(=O)n1 (stereo unspecified) | 1 | -18 | -0.1 | -8 | -2.6 | 14 | -8 | 41 | 19
CCOC(=O)C(=O)Nc1nc(-c2ccccc2)c(-c2ccccc2)o1 | 1 | 0 | nt | 0 | 0.5 | -1 | 18 | 26 | 6
O=C(/C=C/c1cccc(F)c1)c1ccc(N2CCOCC2)cc1 | 0 | -27 | -0.2 | 2 | 1.5 | 10 | 5 | -42 | 13
CCOC(=O)c1c(C)nc2sc3c(=O)n(-c4ccc(C(C)=O)cc4)cnc3c2c1-c1ccc(Cl)cc1 | 1 | -19 | 0.1 | 8 | -7.6 | 17 | 33 | -7 | 15
C/C(=N\n1c(C)cc(C)c(C#N)c1=O)c1cccs1 | -2 | -27 | 0.1 | -5 | -3.1 | -10 | 8 | 10 | 7
COc1ccc(S(=O)(=O)N/N=C\c2ccc3c(c2)OCO3)cc1 | -1 | -18 | 0.2 | 6 | -1.4 | 26 | 0 | 33 | 10
Nn1c(SCC(=O)Nc2ccccc2F)nnc1-c1cccnc1 | 0 | -7 | -0.2 | -1 | -2.2 | 6 | 15 | 11 | 5
CCn1c(C)nc2cc(C(=O)NNC(=S)Nc3ccccc3OC)ccc21 | -3 | -12 | 0.4 | 2 | -2.7 | 6 | 20 | -3 | 13
CCC(C)C(NC(=O)c1ccccc1NC(=O)c1ccccc1)C(=O)O (stereo unspecified) | 2 | 5 | 0.1 | 0 | -0.3 | 12 | 10 | 6 | 7
O=C(Nc1nccs1)Oc1ccccc1 | -1 | 6 | -0.1 | 1 | 0.0 | 15 | 15 | -3 | 6
CCOC(=O)N/N=C/c1cccc(Cl)c1Cl | 1 | 0 | nt | 8 | -2.4 | 13 | 14 | 10 | 8
COc1ccc(OC)c(N/C(=N/c2nc(C)cc(C)n2)NC(C)=O)c1 | 2 | -11 | 0.6 | 1 | 3.4 | 7 | 22 | 2 | 7
Oc1ccc(C=Nc2ccc3ncccc3c2)c(O)c1 | -1 | -51 | 0.5 | 0 | -6.4 | 7 | 17 | -26 | 5
Brc1ccccc1-c1nc(-c2ccccc2)no1 | 0 | 1 | 0.2 | 4 | -2.8 | -6 | 25 | 52 | 15
Cc1sc2ncnc(OCC(=O)Nc3ccc4c(c3)OCCO4)c2c1C | 2 | -6 | -0.2 | 3 | -0.4 | 10 | 4 | 12 | nt
CC(C)n1cnc2cc(NCc3ccccc3O)ccc21 | 4 | -11 | 0.9 | 3 | 0.0 | 5 | 23 | 6 | 6
CCCC(=O)Nc1ccc(Cl)c(NC(=O)c2ccc(Br)o2)c1 | -1 | 4 | -0.1 | -1 | 2.0 | 6 | -22 | 40 | 9
COc1ccc(OCC(=O)OCC(=O)Nc2ccc(S(=O)(=O)N3CCCCC3)cc2)cc1 | 0 | 2 | 1.7 | -5 | -0.2 | 4 | 6 | 42 | -1
Cc1ccc(C(=O)COC(=O)c2c(C)cc(=O)oc2C)cc1[N+](=O)[O-] | -3 | 1 | 0.0 | -20 | 1.1 | -1 | 13 | -6 | 4
O=C(/C=C/c1ccccc1)Nn1cnnc1 | -3 | 4 | -0.5 | -5 | -2.1 | 9 | 2 | -2 | 8&2
COC(=O)Cc1cc(=O)n(-c2nc3ccccc3s2)[nH]1 | -1 | 1 | 1.2 | -2 | 0.2 | -6 | -1 | 27 | -5
CC(Sc1cnc2ccccc2n1)C(=O)O (stereo unspecified) | 1 | -21 | 0.6 | 5 | 0.9 | 14 | 9 | 18 | 19
O=C(Nc1nc(-c2ccc(Cl)cc2)cs1)c1cccnc1 | -3 | 7 | -0.3 | -3 | -1.6 | 4 | 47 | 18 | 7

Shown with each value named: entries from further up.
CC(C)n1cnc2cc(NCc3ccccc3O)ccc21
  Wee1 stabilizer: 4; TbHK1 inh: -11; L929 necroptosis: 0.9; FXIa inh: 3; TNF necrop inh: 0.0; FXIIa inh 1536: 5; PPC-1+TRAIL kill: 23; CHOP inhibitor: 6; EP2 antag: 6
CCCC(=O)Nc1ccc(Cl)c(NC(=O)c2ccc(Br)o2)c1
  Wee1 stabilizer: -1; TbHK1 inh: 4; L929 necroptosis: -0.1; FXIa inh: -1; TNF necrop inh: 2.0; FXIIa inh 1536: 6; PPC-1+TRAIL kill: -22; CHOP inhibitor: 40; EP2 antag: 9

Another view of some results above.
compound	Wee1 stabilizer	TbHK1 inh	L929 necroptosis	FXIa inh	TNF necrop inh	FXIIa inh 1536	PPC-1+TRAIL kill	CHOP inhibitor	EP2 antag
O=C(Nc1nccs1)Oc1ccccc1	-1	6	-0.1	1	0.0	15	15	-3	6
CCOC(=O)N/N=C/c1cccc(Cl)c1Cl	1	0	nt	8	-2.4	13	14	10	8
COc1ccc(OC)c(N/C(=N/c2nc(C)cc(C)n2)NC(C)=O)c1	2	-11	0.6	1	3.4	7	22	2	7
Oc1ccc(C=Nc2ccc3ncccc3c2)c(O)c1	-1	-51	0.5	0	-6.4	7	17	-26	5
Brc1ccccc1-c1nc(-c2ccccc2)no1	0	1	0.2	4	-2.8	-6	25	52	15
Cc1sc2ncnc(OCC(=O)Nc3ccc4c(c3)OCCO4)c2c1C	2	-6	-0.2	3	-0.4	10	4	12	nt
CC(C)n1cnc2cc(NCc3ccccc3O)ccc21	4	-11	0.9	3	0.0	5	23	6	6

(list continues)
SMILES | Wee1 stabilizer | TbHK1 inh | L929 necroptosis | FXIa inh | TNF necrop inh | FXIIa inh 1536 | PPC-1+TRAIL kill | CHOP inhibitor | EP2 antag
CCOc1cc(C#N)c(NC(=O)c2ccco2)cc1OCC | 1 | 0 | 2.5 | 0 | -8.1 | 2 | 21 | nt | 1
C=CCSc1nnc(-c2ccc(Cl)cc2Cl)o1 | 2 | 5 | 0.5 | -5 | -1.1 | -10 | 20 | 11 | nt
Cc1ccc(S(=O)(=O)N(C)C)cc1NC(=O)Nc1ccccc1F | 6 | 0 | 0.1 | 2 | 2.3 | 4 | 7 | 4 | 13
CCOC(=O)N1CCN(C(=O)CSCc2ccccc2)CC1 | 4 | 37 | 0.5 | 9 | 1.0 | 13 | 18 | 0 | 6
C=CCNCCCOc1ccc(Cl)cc1Br | -4 | -1 | 0.1 | -3 | 0.3 | -3 | 32 | 16 | 9
CCOC(=O)c1[nH]ncc1CN1CCC(Cc2cccc(OC)c2)(C(=O)OCC)CC1 | -1 | -9 | 0.2 | 2 | 0.2 | 18 | 3 | -8 | 6
Cc1ccc(-c2nc(CSc3nc4ccccc4c(=O)n3C)cs2)cc1 | 2 | 37 | 1.7 | 0 | -0.5 | 12 | 18 | 29 | 6
COc1ccc(CN2CCC(C(=O)N(C)CCc3ccc(OC)c(OC)c3)CC2)c(OC)c1 | 1 | -2 | -0.2 | 9 | 2.0 | 15 | 18 | -11 | 15
CCOc1ccc(C2C3=C(CCCC3=O)Nc3nc(C(F)(F)F)nn32)cc1OC (stereo unspecified) | -2 | -11 | 1.2 | -9 | -3.8 | -21 | 10 | 48 | 14
Cc1nc2cc(NC(=O)C3COc4ccccc4O3)ccc2s1 (stereo unspecified) | 0 | 7 | -2.0 | 2 | 0.0 | 9 | 20 | -30 | 15
Cc1ccccc1-c1noc(CCC(=O)NCc2ccco2)n1 | 0 | -4 | -0.3 | 2 | -0.3 | 9 | 11 | 8 | 12
Cc1cc(C(=O)NNS(=O)(=O)c2ccccc2C(F)(F)F)nn1C(C)(C)C | 2 | -14 | 0.5 | 2 | 0.9 | 12 | 3 | 14 | 16
Oc1ccc(/C=N/Nc2nc(N3CCCCCC3)nc(N3CCCCCC3)n2)c(O)c1 | 0 | 4 | 1.6 | 2 | -3.7 | 5 | 9 | 103* | 7
CO[C@H]1C=CO[C@@]2(C)Oc3c(C)c(O)c4c(O)c(c(C=NN5CCN(C)CC5)c(O)c4c3C2=O)NC(=O)C(C)=CC=C[C@H](C)[C@H](O)[C@@H](C)[C@@H](O)[C@@H](C)[C@H](OC(C)=O)[C@@H]1C | 0 | -45 | 0.2 | 8 | -2.8 | 14 | 24 | -4 | 13
CN(C(=O)CSc1nc2cc(C(=O)O)ccc2c(=O)n1Cc1ccccc1)C1CCS(=O)(=O)C1 (stereo unspecified) | -1 | -10 | 4.8 | 1 | -0.2 | 10 | -6 | -2 | 4
CC(C)COP(=O)(c1ccc(N(C)C)cc1)C(O)c1ccccn1 (stereo unspecified) | -2 | 1 | 0.0 | 2 | -1.6 | 4 | 8 | 25 | 7
COc1ccc(-c2ncncc2-c2csc(C)n2)c(O)c1OC | -2 | -13 | 0.7 | -2 | 1.7 | 12 | -8 | 1 | 2
COC(=O)c1coc(-c2ccc(OC)cc2)c1C(=O)OC | -2 | -3 | 0.4 | -3 | 0.3 | 4 | 14 | -22 | 11
COc1ccc(/C=N/NC(=O)Nc2ccc3nsnc3c2)c(OC)c1 | 0 | -8 | 3.2 | -2 | 2.2 | 11 | 2 | -24 | 9
CCOC(=O)c1sc(NC(=O)CN2C(=O)c3cccc4cccc(c34)C2=O)nc1C | 4 | -11 | -0.2 | 4 | -2.2 | 14 | 18 | 16 | -3
N/C(=N\OC(=O)Cc1ccc(Cl)cc1)c1ccccn1 | 3 | -10 | -0.2 | -2 | 1.5 | -7 | -2 | 21 | 13
COc1ccc(Cl)cc1C(=O)N(Cc1nc(-c2cccc(C)c2)no1)C(C)C | -1 | -7 | -0.9 | -10 | 1.0 | -5 | -3 | 64 | 6
COc1ccc2cc3cc(C(=O)NCc4ccc5c(c4)OCO5)oc3nc2c1 | -1 | -18 | -0.1 | 5 | -6.3 | 11 | 7 | 47 | nt
CC1(C)OC(=CC=Nc2ccc(Cl)cc2)OC1(C)C | -1 | -20 | -0.2 | 28 | -3.3 | 45* | 29 | 1 | 7
NC(=O)c1cn(-c2ccccc2)nc1-c1cc2ccccc2oc1=O | 6 | -22 | 1.5 | 4 | -1.5 | 10 | 18 | 4 | 0
